Bioassay records as filed in PubChem BioAssay.
SMN2 splice up = qHTS Assay for Enhancers of SMN2 Splice Variant Expression | HEK293 SMN2-luciferase splicing reporter, luminescence, 30-36 h | Potency, µM (titrated, usually from 46.1 µM), inactives show top-dose activity change, positive = activation, actives largely listed as activators | 210,000 compounds, 2.8% hits; further: % of control where 0% means no effect; nearly all actives have a fitted effect of over 55% in size
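HEK293 cells carry an SMN2 minigene-luciferase reporter in which exon 7 inclusion puts luciferase in frame. Cells were seeded at 2000 cells/well, attached for 10-12 hours, then exposed to compounds for 30-36 hours at 37C before ONE-Glo luminescence.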
KDM4E inh = qHTS Assay for Inhibitors of Human Jumonji Domain Containing 2E (JMJD2E); Lysine-specific demethylase 4E (Homo sapiens), B2RXH2; JMJD2E catalytic domain, FDH-coupled NADH fluorescence (FDH is formaldehyde dehydrogenase); Potency, µM (highest dose often 57.1 µM), inactives show at the highest dose activity change, negative = inhibition, most hits filed as inhibitors; 230,000 compounds, 1.6% hits; AID 2147, 2009; active means well fitted inhibition curve with a large enough effect, not every such curve was filed as active; inconclusive means small, poorly fitted or top-dose-only effect, or another doubt; inactive means no such curve, though single readings can be large or run the other way;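 further: 0% = wells with enzyme and -100% = buffer wells without enzyme; nearly all actives have a fitted effect of over 50% in size; many of its hits are not listed in these tables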
KinaseGlo FLuc = Counterscreen for Luciferase (Kinase-Glo TM) Inhibition | Luciferin 4-monooxygenase (Photuris pensylvanica), Q27757 | Kinase-Glo luciferase, ATP luminescence, 8 min | Potency, µM (highest dose often 38.3 µM), for the others: at the top dose activity change, negative = inhibition, hits mostly inhibitors | 200,000 compounds, 0.28% hits; further: on the % scale 0 is the no-effect control and ±100 the full control effect; nearly all actives have a fitted effect of over 60% in size
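Kinase-Glo luciferase light output from ATP and luciferin was measured with 10 uM ATP, within the enzyme's linear range. Buffer: 50 mM imidazole pH 7.2, 50 mM KCl, 7 mM MgCl2, 0.01% Tween 20, 0.05% BSA; luminescence read after 8 min at ambient temperature.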
ALDH1A1 inh = qHTS Assay for Inhibitors of Aldehyde Dehydrogenase 1 (ALDH1A1); Purified ALDH1A1, NADH fluorescence, propionaldehyde substrate; 220,000 compounds, 7.3% hits; Aldehyde dehydrogenase 1A1 (Homo sapiens), P00352; Potency, µM (series often up to 75.3 µM), for inactives: at the highest dose activity, negative = inhibition, most hits filed as inhibitors; active means well fitted inhibition curve with a large enough effect, not every such curve was filed as active; inconclusive means small, poorly fitted or top-dose-only effect, or another doubt; inactive means no such curve, though single readings can be large or run the other way;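 further: plate controls were no enzyme wells and a reference inhibitor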
Tau ThT inhib = qHTS for Inhibitors of Tau Fibril Formation, Thioflavin T Binding. Microtubule-associated protein tau (Homo sapiens), P10636. recombinant tau K18 P301L (four-repeat tau fragment), heparin-induced fibrillization, ThT fluorescence. Potency, µM (titrated, usually from 57.4 µM), for inactives: at the highest dose activity, negative = inhibition, most hits filed as inhibitors. 270,000 compounds, 2.1% hits; further: on the % scale 0 is the no-effect control and ±100 the full control effect; nearly all actives have a fitted effect of over 55% in size
Target sequence (P10636 561-689 P618L limits assumed): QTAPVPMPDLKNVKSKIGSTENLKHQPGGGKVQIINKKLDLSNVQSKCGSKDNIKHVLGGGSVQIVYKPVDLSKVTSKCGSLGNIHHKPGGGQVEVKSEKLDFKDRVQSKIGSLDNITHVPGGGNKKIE
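Tau K18 P301L fragment (15 uM unlabeled plus 0.24 uM Alexa 594-labeled) in 100 mM sodium acetate pH 7 with compound, fibrillization induced by 20 uM heparin for 6 hr at 37 C. Thioflavin T (30 uM) added, fluorescence read after 1 hr (ex 450, em 510 nm).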
L3MBTL1 inh = qHTS Assay for the Inhibitors of L3MBTL1; Lethal(3)malignant brain tumor-like protein 1 (Homo sapiens), Q9Y468; AlphaScreen L3MBTL1–H3K9me1 peptide binding; Potency, µM (series often up to 57.1 µM), for inactives: at the top dose activity, negative = inhibition, usual class: inhibitors; 230,000 compounds, 0.66% hits; further: on the % scale 0 is the no-effect control and ±100 the full control effect; nearly all actives have a fitted effect of over 60% in size
Target sequence (Q9Y468 whole entry, looked up): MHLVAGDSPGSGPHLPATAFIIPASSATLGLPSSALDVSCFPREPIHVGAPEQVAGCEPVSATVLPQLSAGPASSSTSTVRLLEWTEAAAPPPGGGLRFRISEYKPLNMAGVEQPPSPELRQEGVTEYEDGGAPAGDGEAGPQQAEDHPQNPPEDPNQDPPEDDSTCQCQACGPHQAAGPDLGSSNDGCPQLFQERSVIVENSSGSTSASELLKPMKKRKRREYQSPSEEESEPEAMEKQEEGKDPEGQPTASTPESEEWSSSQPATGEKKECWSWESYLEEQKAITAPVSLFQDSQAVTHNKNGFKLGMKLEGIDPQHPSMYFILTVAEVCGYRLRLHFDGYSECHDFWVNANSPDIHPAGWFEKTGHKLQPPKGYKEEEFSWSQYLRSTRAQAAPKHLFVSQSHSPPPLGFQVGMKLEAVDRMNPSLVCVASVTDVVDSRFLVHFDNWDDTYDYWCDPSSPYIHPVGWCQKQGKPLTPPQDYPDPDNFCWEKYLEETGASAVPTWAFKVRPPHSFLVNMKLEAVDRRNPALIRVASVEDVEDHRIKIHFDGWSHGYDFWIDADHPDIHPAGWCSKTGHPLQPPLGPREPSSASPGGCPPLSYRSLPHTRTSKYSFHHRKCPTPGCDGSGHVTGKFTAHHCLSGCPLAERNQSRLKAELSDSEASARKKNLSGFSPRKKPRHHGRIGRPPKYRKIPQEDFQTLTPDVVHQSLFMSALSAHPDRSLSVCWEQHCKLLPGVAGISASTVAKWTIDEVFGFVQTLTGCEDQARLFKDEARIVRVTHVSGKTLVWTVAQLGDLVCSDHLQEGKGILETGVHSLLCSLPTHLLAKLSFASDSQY
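L3MBTL1 50 nM + b-AHA-H3(1-15)K9me1 75 nM, 30 min RT; compound added, 30 min RT; streptavidin donor/Ni-chelate acceptor beads 10 ug/mL each final, 30 min RT dark; AlphaScreen read.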
RECQ1 inh = qHTS Assay for Inhibitors of RecQ-Like Dna Helicase 1 (RECQ1); ATP-dependent DNA helicase Q1 (Homo sapiens), P46063; RECQ1 DNA unwinding, red fluorescence kinetic read; Potency, µM (titrated, usually from 57.3 µM), without a hit: top-dose activity, negative = inhibition, hits mostly inhibitors; 240,000 compounds, 0.54% hits;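 further: plate controls were vehicle for no effect and no enzyme for full effect; nearly all actives have a fitted effect of over 30% in size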
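50 nM RECQ1T1 preincubated 15 min with compound in Tris pH 8.0 buffer with MgCl2, DTT, Tween-20 and 2.5 ug/ml poly(dI-dC); started with 200 nM TAMRA/BHQ-2 forked duplex and 2 mM ATP. Unwinding read as fluorescence (525/598 nm), two reads 2 h apart.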
Lamin A splicing = qHTS Assay for Modulators of Lamin A Splicing; HeLa LMNA splicing GFP/RFP minigene ratio, 48 h; Potency, µM (doses to about 46.1 µM), for inactives: at the top dose ratio change, negative = inhibition, actives largely listed as inhibitors; 200,000 compounds, 0.01% hits; active means well fitted inhibition curve with a large enough effect in the signal ratio, with a control signal flat, not every such curve was filed as active; inconclusive means small, poorly fitted or top-dose-only effect, or effect the other way, or a change in a side signal; the % refers to the signal ratio; further: on the % scale 0 is the no-effect control and ±100 the full control effect
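S3 HeLa cells stably expressing lamin A-EGFP splicing minigene plus DsRed2, 600 cells/well, 48 h compound exposure at 37C. Laser-scanning cytometry; analysed as GFP (500-530 nm)/RFP (575-640 nm) total intensity ratio; 0.5% DMSO vehicle.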
Numbers without * were called inactive; i = inactive; u = inconclusive; x = no result given; & = joins results of further samples; [ ] = dose if it differs, or a comment. Unless noted, the call rests on the fitted dose curve; in most records, active means well fitted curve in the direction sought with a large enough effect; inconclusive means small, poorly fitted or top-dose-only effect, or another doubt; inactive means no such curve, though single readings can be large; an effect the other way counts as inactive or inconclusive. Potency means the concentration at half of the fitted maximal effect. These rows are one share of the data (hit frequency here may not be typical).

Every second line gives: SMN2 splice up | KDM4E inh | KinaseGlo FLuc | ALDH1A1 inh | Tau ThT inhib | L3MBTL1 inh | RECQ1 inh | Lamin A splicing
COC(=O)c1cccc(COC(=O)c2ccc(CS(=O)(=O)c3ccc(C)cc3)cc2)c1
 : 16% | -1% | 0% | -1% | u | 2% | -4% | 7%
CC12CN3CC(C)(CN(C1)C31C(=O)N(Cc3ccccc3)c3ccccc31)C2=O (stereo not given)
 : -6% | 1% | -2% | 7.9µM* | 1% | -9% | -8% | 7%
COc1ccc(-c2cc(-c3ccccc3)nc(SCC(=O)Nc3ncc(C)s3)c2C#N)cc1
 : -10% | u | -2% | u | -1% | -7% | 5% | -13%
CC(C)(C)C(=O)CN1CCN(C2c3ccccc3-c3ccccc32)CC1
 : -10% | -17% | -5% | u | -12% | x | i | -1%
COc1cc(/C=N/S(=O)(=O)CCc2ccccc2)cc(OC)c1O
 : 14% | -17% | 8% | u | -7% | -2% | -2% | -7%
O=C1C=CC(=O)N1CCNc1ncc(C(F)(F)F)cc1Cl
 : -1% | -1% | 0% | 0.63µM* | 5% | 0% | 1% | u
O=C(CC1Oc2ccccc2NC1=O)NCCCN1CCOCC1 (stereo not given)
 : 8% | -2% | 5% | 3% | -15% | -6% | i | -10%
COc1ccc(CC(=O)NC(C)(C)C)cc1S(=O)(=O)N1CCOCC1
 : 12% | 0% | 0% | 3% | -6% | x | -7% | 7%
CCn1c(SCC(=O)NC(=O)NCc2ccco2)nnc1-c1cccs1
 : -26% | -2% | -1% | -13% | -13% | -13% | -23% | -1%
CCN(C(=O)CSc1nc2cc(C(=O)OC)ccc2c(=O)n1Cc1ccco1)c1cccc(C)c1
 : -6% | -1% | -6% | u | u | -3% | 12% | 10%
CC1CCc2c(sc3ncn4c(SCC(=O)NCc5ccco5)nnc4c23)C1 (stereo not given)
 : 2% | 4% | 1% | -6% | -3% | -1% | -3% | -2%
COc1ccc(C2=NN(C(=O)COc3ncnc4ccccc34)C(c3ccco3)C2)cc1 (stereo not given)
 : u | u | 0% | u | -8% | 6% | i | -23%[46 µM]
COc1cc2c(cc1NC(=O)C(C)OC(=O)C1CC(=O)N(Cc3ccco3)C1)oc1ccccc12 (stereo not given)
 : 24% | -6% | 2% | -10% | -11% | x | -14% | 6%
N#C/C(=C\c1c(N2CCC(C(N)=O)CC2)nc2ccccn2c1=O)S(=O)(=O)c1ccccc1
 : -9% | -9% | -1% | u | -15% | 0% | i | 0%
CCSc1ncc(/C=N/Nc2ccc(Cl)cc2)n1C
 : 20µM* | 18µM* | 0% | u | 7.9µM* | -14% | -3% | 18%
Fc1ccc(C2NC(=S)NC3=C2N2CCC3CC2)cc1 (stereo not given)
 : -30% | 1% | -5% | 14µM* | -9% | x | -6% | -4%
NNCCc1ccccc1
 : 4%&16%&-25% | u | 0% | u | u | 5% | -4% | u
CC(C)(C)OC(=O)NC1CONC1=O (stereo not given)
 : 10% | -3% | 11% | 8% | -5% | 2% | -6% | -4%
O=S(=O)(c1ccc(Br)cc1)N1CCCN(Cc2cccc(F)c2)CC1
 : -33%[inhibitor] | -8% | 13% | -5% | -6% | 13% | -4% | u
CCOC(=O)c1ccccc1NC(=O)CSc1nnc(Cc2cccn2C)n1-c1ccc(F)cc1
 : -15% | -28% | 2% | -2% | u | -15% | i | -1%
CCOCCCNC(=O)COc1ccc(OC)cc1
 : -12% | 5% | 9% | u | -5% | x | 0% | -1%
COC(=O)c1ccc(Nc2cc(C)nc3ccccc23)cc1
 : x | u | x | -15% | -10% | -3% | -3% | x
CC(C)N1C(=O)CSC1c1ccc(Br)cc1 (stereo not given)
 : 14% | 4% | 1% | -5% | -5% | 11% | -17% | x
Fc1ccc(-n2nnc(-c3nccs3)n2)cc1
 : x | -5% | x | -7% | -12% | 13% | -4% | x
CC1Cc2nc(SCC(=O)Nc3ccc(F)cc3)n(C)c(=O)c2S1 (stereo not given)
 : -6% | 9% | 4% | 2% | -4% | 7% | -2% | 4%
CC(NC(=O)C(c1ccccc1)c1ccccc1)C(=O)N1CCCCC1 (stereo not given)
 : 9% | 8% | 0% | -4% | -5% | u | i | 24%[46 µM]
CCOc1ccc(S(=O)(=O)N(CC)CC)cc1N
 : -3% | -2% | 4% | 2% | -1% | 4% | -4% | -19%[46 µM]
Cc1ccc(N(CCC#N)C(=O)CCl)cc1C
 : -117%[inhibitor] | -2% | 7% | 0.35µM* | 0% | -9% | -1% | u
CC(=O)Nc1cccc(-c2csc(Nc3cccc(C)n3)n2)c1
 : 10µM* | -6% | -6% | -11% | u | -3% | -11% | -11%
O=C(COC(=O)C1(c2ccccc2F)CCCC1)NCc1ccc2c(c1)OCO2
 : -14% | -4% | 2% | -11% | -1% | 6% | -1% | u

Arranged by the number under KDM4E inh (low to high): four of the compounds above
SMILES,KDM4E inh,ALDH1A1 inh,Tau ThT inhib,RECQ1 inh,Lamin A splicing
CC(C)(C)C(=O)CN1CCN(C2c3ccccc3-c3ccccc32)CC1,-17%,u,-12%,i,-1%
COc1cc2c(cc1NC(=O)C(C)OC(=O)C1CC(=O)N(Cc3ccco3)C1)oc1ccccc12 (stereo not given),-6%,-10%,-11%,-14%,6%
CCN(C(=O)CSc1nc2cc(C(=O)OC)ccc2c(=O)n1Cc1ccco1)c1cccc(C)c1,-1%,u,u,12%,10%
COc1ccc(CC(=O)NC(C)(C)C)cc1S(=O)(=O)N1CCOCC1,0%,3%,-6%,-7%,7%

Shown as a hit in KDM4E inh (from the list above):
SMILES | KDM4E inh | ALDH1A1 inh | Tau ThT inhib | RECQ1 inh | Lamin A splicing
CCSc1ncc(/C=N/Nc2ccc(Cl)cc2)n1C | 18µM* | u | 7.9µM* | -3% | 18%

Reprinted at random: 2 records from the list.
Every second line gives: SMN2 splice up | KDM4E inh | KinaseGlo FLuc | ALDH1A1 inh | Tau ThT inhib | L3MBTL1 inh | RECQ1 inh | Lamin A splicing
N#C/C(=C\c1c(N2CCC(C(N)=O)CC2)nc2ccccn2c1=O)S(=O)(=O)c1ccccc1
 : -9% | -9% | -1% | u | -15% | 0% | i | 0%
CC(C)(C)C(=O)CN1CCN(C2c3ccccc3-c3ccccc32)CC1
 : -10% | -17% | -5% | u | -12% | x | i | -1%

(next part)
Every second line gives: SMN2 splice up | KDM4E inh | KinaseGlo FLuc | ALDH1A1 inh | Tau ThT inhib | L3MBTL1 inh | RECQ1 inh | Lamin A splicing
c1ccc(Oc2cccc(OCCn3cncn3)c2)cc1
 : 0% | u | 0% | u | -1% | x | -2% | 4%
Cc1c(C(=O)Nc2nc3ccccc3[nH]2)oc2ccccc12
 : 10µM* | 3.2µM* | -6% | -6% | -7% | 2% | -7% | u
Cc1cccc(-c2nc(CSCC(=O)NCCCN3CCOCC3)c(C)o2)c1
 : -15% | -14% | 1% | 5% | 9% | 3% | 7% | 2%
CCCCn1c(SCC(=O)Nc2cc(C(F)(F)F)ccc2Cl)nnc1C(CC)N(C)C (stereo not given)
 : -15% | 1% | 2% | 7% | -6% | -4% | -7% | u
O=C(N/N=C/c1ccc(-c2ccccc2Cl)o1)c1ccccc1
 : u | u | 1% | u | u | x | 1% | x
N#Cc1cnn2cc(CCN3CCOCC3)c(-c3ccc(F)cc3)nc12
 : x | u | 2% | -12% | 1% | 5% | 0% | x
CSCC[C@H](NC(=O)c1cc([N+](=O)[O-])ccc1Cl)c1nc2ccccc2[nH]1
 : -20% | 2% | 1% | -11% | u | -11% | -4% | -17%
CCCC(C)NC(=S)Nc1cc(C)cc(C)c1 (stereo not given)
 : -9% | 6% | 2% | 12% | -2% | 1%[11.4 µM] | i | -17%[46 µM]
c1ccc(C2c3[nH]c4ccccc4c3CCN2Cc2cccn2-c2ccccn2)nc1 (stereo not given)
 : x | u | x | x | u | -23% | -2% | x
COC(=O)[C@@]1(Cc2ccc(F)cc2)[C@H]2c3cc(C(=O)N4CCCC4)n(C[C@H](O)CO)c3C[C@H]2CN1C(=O)c1ccccc1
 : 14% | 7% | -1% | 2% | 10% | x | i | x
N#CC1CCCc2c1[nH]c1ccc([N+](=O)[O-])cc21 (stereo not given)
 : x | -16% | x | x | -13% | -12% | -8% | x
CC(C)c1[nH]nc2c1C(c1ccco1)C(C#N)=C(N)O2 (stereo not given)
 : 4% | u | -4% | u | 9% | -11% | 24% | x
Cc1cccc(C(=O)Nc2ccc(N3CCN(c4ccc(C(F)(F)F)cn4)CC3)nc2)c1
 : x | u | x | -13% | u | 43%[activator] | -5% | x
O=C(c1ccc(Cn2c(=S)[nH]c3ccc(N4CCOCC4)cc3c2=O)cc1)N1CCN(c2ccc(F)cc2)CC1
 : x | u | x | u | -8% | x | -6% | x
COc1cccc(Cn2cc(N)cn2)c1
 : x | -4% | -3% | 1% | -9% | -5% | 13% | 10%[46 µM]
CCCCn1c(N)c(N(CC)C(=O)c2ccc3c(c2)S(=O)(=O)c2ccccc2C3=O)c(=O)[nH]c1=O
 : -2% | -12% | -1% | -7% | -4% | 2% | -16% | 6%
OCC1(Cc2ccccc2)CCCN(Cc2c[nH]c3ccccc23)C1 (stereo not given)
 : x | -13% | -1% | 2% | -11% | u | 4% | -9%[46 µM]
c1ccc(-c2ccccc2OCc2nnc3n2CCC3)cc1
 : -1% | 12% | -2% | 2% | 2% | 27% | -3% | -11%[46 µM]
